Bioassay records as filed in PubChem.
GLP1R inv ag: inverse agonists of human GLP-1 receptor; HEK293 GLP-1R CRE-luciferase, luminescence, 24 h; GLP-1R form is constitutively active; 1.6% of 410,000 active; P43220; Potency, µM (top dose mostly 38.3 µM), for the others: at the top dose activity change, negative = inhibition, usual class: inhibitors; further: potency means the concentration at half of the fitted maximal effect; on the % scale 0 is the no-effect control and ±100 the full control effect; nearly all actives have a fitted effect of over 55% in size
Target sequence (P43220 whole entry, looked up): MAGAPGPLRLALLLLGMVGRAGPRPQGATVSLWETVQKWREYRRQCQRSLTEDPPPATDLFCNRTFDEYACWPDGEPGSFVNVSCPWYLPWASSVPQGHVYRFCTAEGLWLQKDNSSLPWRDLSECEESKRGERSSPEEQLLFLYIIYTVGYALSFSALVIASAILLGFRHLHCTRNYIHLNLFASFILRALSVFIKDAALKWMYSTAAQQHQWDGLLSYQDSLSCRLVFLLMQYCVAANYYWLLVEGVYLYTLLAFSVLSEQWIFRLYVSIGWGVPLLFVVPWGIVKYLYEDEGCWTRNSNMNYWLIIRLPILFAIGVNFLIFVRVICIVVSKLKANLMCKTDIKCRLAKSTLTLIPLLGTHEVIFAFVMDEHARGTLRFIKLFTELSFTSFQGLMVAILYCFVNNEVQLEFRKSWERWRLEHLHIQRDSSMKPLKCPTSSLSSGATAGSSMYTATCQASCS
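Constitutively active GLP-1R drives a cAMP-responsive luciferase in stably transfected HEK293 cells; test compounds are added after overnight (12 h) attachment and left 24 hr, and signal loss in luminescence marks inhibition.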
GLP1R cytotox: cytotoxic in the GLP-1 receptor inverse agonist counter-screen; 0.13% of 410,000 active; Potency, µM (titrated, usually from 38.3 µM), without a hit: at the top dose activity change, negative = inhibition, most hits filed as inhibitors; HEK293 cAMP-luciferase reporter cells, luminescence, 24 h;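 further: loss of luciferase light is scored as toxicity; potency means the concentration at half of the fitted maximal effect; on the % scale 0 is the no-effect control and ±100 the full control effect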
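Luminescence readout: signal drop marks cytotoxicity. Plated cells grew 12 h at 37 °C, 5% CO2, received 23 nL compound for 24 h, then got luciferase reagent, read after 12 min at RT.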
aSyn rescue: rescues yeast growth from alpha-synuclein toxicity; Yeast expressing alpha-synuclein, growth rescue, BacTiter-Glo, 24 h; Potency, µM (highest dose often 46.1 µM), without a hit: at the top dose growth rescue (activation), actives largely listed as activators; 0.14% of 370,000 active; further: potency means the concentration at half of the fitted maximal effect; % of control where 0% means no effect; nearly all actives have a fitted effect of over 65% in size
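Readout is rescue of growth in alpha-synuclein-expressing yeast, so inhibitors of toxicity appear as activators. Growth after 24 hr at 30 deg C in galactose medium is quantified by luminescence.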
Abeta rescue: compounds reversing amyloid beta toxicity in yeast | yeast expressing A-beta42, growth rescue, OD600, 48 h; response scale: 0% DMSO, 100% iron-clioquinol control | Potency, µM (highest dose often 46.1 µM), for inactives: at the top dose growth rescue, usual class: activators | 0.063% of 410,000 active; further: potency means the concentration at half of the fitted maximal effect; nearly all actives have a fitted effect of over 55% in size
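Yeast growth medium received pinned compounds, then yeast cells expressing toxic A-beta were added; plates incubated at 30 C for 48 hr. Growth read as absorbance at 600 nm, normalized to DMSO and equimolar FeCl3 plus clioquinol controls.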
Mm-Cpn inhibitor: M. maripaludis TRiC chaperonin inhibition; purified Mm-Cpn ATPase, ADP Transcreener TR-FRET; Potency, µM (titrated, usually from 76.9 µM), inactives show at the top dose activity, negative = inhibition, most hits filed as inhibitors; 0.031% of 330,000 active; further: potency means the concentration at half of the fitted maximal effect; on the % scale 0 is the no-effect control and ±100 the full control effect; nearly all actives have a fitted effect of over 80% in size
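TR-FRET (320 nm excitation; 590 and 665 nm emission) reports ADP made from 10 uM ATP by 25 nM enzyme; compounds were preincubated 10 min, reaction run 30 min, both at 37°C.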
FUS suppressor: rescues growth of FUS-expressing yeast | S. cerevisiae FUS-expressing, growth rescue, OD600, 24 h | Potency, µM (series often up to 76.6 µM), for the others: at the highest dose growth rescue (activation), hits mostly activators | 0.24% of 390,000 active;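 further: potency means the concentration at half of the fitted maximal effect; plate controls were DMSO vehicle for no effect and reference control for full effect; nearly all actives have a fitted effect of over 55% in size; some results filed as inactive show a strong effect at the top dose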
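FUS-expressing yeast, raffinose-pregrown, induced in 2% galactose minimal medium at OD 0.005; compounds in a dilution series, 24hr at 30C. Growth restoration read as absorbance at 600 nm. CP55940 positive control, DMSO negative.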
PTHR1 agonist: PTHR1 (human) receptor agonism. 0.075% of 410,000 active. HEK293 GP2 PTHR1 cells, GloSensor cAMP luminescence, 1 h. Potency, µM (titrated, usually from 115 µM), inactives show at the top dose activation, hits mostly activators. AID 743266; further: potency means the concentration at half of the fitted maximal effect; nearly all actives have a fitted effect of over 55% in size; some results filed as inactive show a strong effect at the top dose; inactives centre near -15; many of its hits are not listed in these tables
Target sequence (Q03431 whole entry, looked up): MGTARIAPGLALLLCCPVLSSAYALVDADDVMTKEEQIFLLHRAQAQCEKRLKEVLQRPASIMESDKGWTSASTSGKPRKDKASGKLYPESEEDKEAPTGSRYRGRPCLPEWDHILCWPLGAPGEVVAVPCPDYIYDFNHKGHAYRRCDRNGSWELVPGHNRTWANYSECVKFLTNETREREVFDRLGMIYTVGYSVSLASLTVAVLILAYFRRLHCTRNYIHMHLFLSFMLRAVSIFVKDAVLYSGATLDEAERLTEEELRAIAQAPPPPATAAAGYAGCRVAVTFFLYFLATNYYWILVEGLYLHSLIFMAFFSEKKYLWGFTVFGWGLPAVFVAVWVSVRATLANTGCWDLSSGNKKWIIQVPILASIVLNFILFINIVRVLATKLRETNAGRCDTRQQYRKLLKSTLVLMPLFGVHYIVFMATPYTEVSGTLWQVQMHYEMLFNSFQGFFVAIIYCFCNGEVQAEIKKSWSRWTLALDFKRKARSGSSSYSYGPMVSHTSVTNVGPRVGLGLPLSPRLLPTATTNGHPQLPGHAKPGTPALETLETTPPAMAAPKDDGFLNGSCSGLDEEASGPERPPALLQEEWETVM
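HEK-293-derived GP2 cells expressing PTHR1 and a GloSensor cAMP reporter, 3,000/well, plated overnight, given luciferin plus IBMX (each 0.5 mM as added) for 1 h at 37 °C, then compound for 1 h at 37 °C. Luminescence was read after 15 min at room temperature.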
pAkt inh: Akt phosphorylation inhibition; Neuro2A IGF-stimulated pAkt S473 HTRF, 20 min; hits give low values; activity change, % for hits at 50 µM; 0.32% of 360,000 active; AID 651550; in the data active means activity change below about -80%; inconclusive means mostly about -51% to -80%; further: on the % scale 0 is the no-effect control and ±100 the full control effect
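Neuro2A cells in DMEM with 0.5% FBS, overnight at 37 deg C, given compound at single 50 µM final, then IGF (6 nM final) for 20 min at 37 deg C. Lysed; phospho-Akt Ser473 by HTRF after 24 h, 665/615 ratio.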
TDP43 rescue: rescues yeast growth from TDP-43 toxicity; TDP-43 expressing yeast growth rescue, BacTiter-Glo, 24 h; Potency, µM (top dose mostly 46.1 µM), for the others: top-dose growth rescue (activation), usual class: activators; 1.8% of 410,000 active; AID 652104; further: potency means the concentration at half of the fitted maximal effect; % of control where 0% means no effect; nearly all actives have a fitted effect of over 50% in size
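Luminescence from BacTiter-Glo reports growth of TDP-43-expressing yeast after 24 hr at 30 deg C with compound. Cells were raffinose-pregrown to mid-log, then seeded in galactose medium at OD600=0.02.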
Starred values were filed as active, the others as inactive; i = inactive; ? = inconclusive; / = not tested or not shown; [ ] = another dose, or the depositor's remark. Unless noted, the call rests on the fitted dose curve; in most records, active means well fitted curve in the direction sought with a large enough effect; inconclusive means small, poorly fitted or top-dose-only effect, or another doubt; inactive means no such curve, though single readings can be large; an effect the other way counts as inactive or inconclusive.

Screens in order – GLP1R cytotox, aSyn rescue, TDP43 rescue, pAkt inh, GLP1R inv ag, Mm-Cpn inhibitor, FUS suppressor, PTHR1 agonist, Abeta rescue
CC(C)(C)C(=O)c1c(N)[nH]c(C(=O)c2ccccc2)c1-c1ccc(C(F)(F)F)cc1
  7%, -1%, 1%, i, -2%, /, -3%, -18%, -8%
O=C(NN1C(=O)/C(=C/C=C/c2ccco2)SC1=S)c1ccncc1
  -7%, 2%, 4%, i, 1%, -5%, 43%, -9%, 13%
Fc1cccc2sc(Nc3nnc(-c4ccco4)o3)nc12
  -12%, 17%, -62%[inhibitor], i, ?, -11%, 27%, -9%, -2%
CCc1noc(C)c1C(=O)N1CCC(CCC(=O)Nc2cccc(OC)c2)CC1
  -1%, 4%, 20%, i, 6%, 1%, 15%, -4%, 11%
COc1ccc2c(c1)C=CC1(O2)N(CCO)c2ccccc2C1(C)C (configuration not stated)
  -25%, 7%, -10%, i, 2.5µM*, -2%, 4%, -20%, 9%
Cc1ccc(Cl)cc1N1CCN(C(=O)COc2ccc3c(c2)CCC3)CC1
  3%, ?, 1%, i, 10µM*, 2%, 36%, -28%, 10%
CCc1ccc(CN(C(=O)COc2c(C)cccc2C)C2CCS(=O)(=O)C2)cc1 (configuration not stated)
  -14%, 14%, 15%, i, ?, 1%, ?, -28%, -1%
O=c1cc(-c2ccc(Cl)cc2)nc(N2CCN(c3ccccc3)CC2)[nH]1
  -3%, 14%, 24%, i, 13%, -8%, -25%, -60%[inhibitor], 9%
Cc1ccc(-n2ncc3c(=O)n(CC(N)=O)cnc32)cc1
  -3%, 1%, 9%, i, 12%, -27%, -1%, -2%, -8%
CCN(CC(=O)Nc1ccc(OC)cc1)C(=O)CSCc1c(C)noc1C
  1%, 1%, 10%, i, 0%, -1%, -12%, -92%[inhibitor], 2%
COc1ccccc1NC(=O)Nc1ccc(Cl)c(S(=O)(=O)Nc2ccccc2OC)c1
  0%, 0%, 6%, i, ?, 0%, 17%, -3%, 10%
CC(C)(C)c1ccc2c(c1)C(c1ccc3c(c1)OCO3)CC(=O)O2 (configuration not stated)
  1%, -3%, 20%, i, 18%, 0%, 26%, i, 6%
O=C(Cn1c(=O)sc2ccccc21)NCCOc1ccccc1F
  0%, 3%, 15%, i, -24%, 0%, -12%, -14%, -5%
CCCCNC(=O)C(=O)Nc1cc2c3c(c1)CCC(=O)N3CCC2
  2%, -9%, ?, i, 2%, 0%, -5%, -3%, -11%
Cc1ccc(NC(=O)C(C)OC(=O)c2ccc(NS(=O)(=O)c3ccc(F)c(F)c3)cc2)cc1 (configuration not stated)
  -18%, 3%, 24%, i, ?, 1%, -5%, -31%[inhibitor], 8%
O=C1NC2(CCCCC2)C(=O)N1Cc1cccc(C(F)(F)F)c1
  5%, 1%, 0%, i, -12%, 1%, -21%, i, 2%
Cc1cc(NC(=O)CSc2nc3c(cc2C#N)CCCC3)no1
  7%, -4%, 0%, i, 3%, -19%, 12%, -8%, -14%
COc1ccc(C2c3sc(=O)[nH]c3SC3C4CCC(C4)C23)cc1 (configuration not stated)
  -7%, -6%, -19%, i, -12%, -10%, 32%, -33%[inhibitor][57.5 µM], -13%
CC(=O)C1C(=O)CC(C)(O)C(C(C)=O)C1c1ccc(N(C)C)cc1 (configuration not stated)
  12%, -9%, -8%, i, 30%, 1%, 28%, -10%[57.5 µM], -5%
COc1cccc(CNC(=O)CCc2nnc(C3CCCCC3)o2)c1
  1%, 0%, 0%, i, 2%, 0%, -11%, -12%, 5%
COc1cccc(C2C(C(C)=O)=C(C)Nc3ncnn32)c1 (configuration not stated)
  -4%, -4%, 7%, i, 40%[activator], 2%, 28%, i, -4%
Cn1c(CCN2CCCCCC2)nc2cc(NC(=O)Nc3ccccc3)ccc21
  ?, -5%, 4%, i, 13%, -7%, ?, i, 11%
O=C(CCc1nnc(CCc2ccccc2)o1)NC(c1cccnc1)C(F)(F)F (configuration not stated)
  1%, 11%, 10%, i, -28%, 1%, 29%, -20%, -2%
CN1C(=O)c2ccc(N3CCCC3)cc2C1=O
  256%[activator], -2%, -10%, i, 71%[activator], -6%, 35%, i, -16%
COc1ccccc1OCC(=O)OCc1cc(-c2ccco2)on1
  7%, -4%, -2%, i, 1%, 0%, -2%, 7%, -10%
N#Cc1c(SCC(=O)N2CCOCC2)nsc1SCC(=O)N1CCOCC1
  -10%, 0%, -2%, i, 2%, 0%, 17%, -25%[57.5 µM], -8%
O=C(NC1CCCC1)c1ccc(CS(=O)(=O)Cc2ccccc2F)o1
  7%, -6%, 3%, /, 20%, -1%, -4%, i, 5%
COc1ccc(C2OC(=O)CC2C(=O)NC2CCCCCC2)cc1OC (configuration not stated)
  4%, -2%, -4%, /, 8%, 0%, 20%, -5%[57.5 µM], 3%
CC(C)N(CCn1c(=S)[nH]c2ccccc2c1=O)C(C)C
  -18%, 0%, -3%, i, 13%, -1%, -5%, i, 11%
COc1ccc(-c2cnnc(N/N=C/c3c(C)nn(-c4ccccc4)c3Cl)n2)cc1
  -8%, -10%, 15%, i, 7%, 2%, /, -19%, -2%

Overlap with the part before: two entries, followed by the next part.
Screens in order – GLP1R cytotox, aSyn rescue, TDP43 rescue, pAkt inh, GLP1R inv ag, Mm-Cpn inhibitor, FUS suppressor, PTHR1 agonist, Abeta rescue
CC(C)N(CCn1c(=S)[nH]c2ccccc2c1=O)C(C)C
  -18%, 0%, -3%, i, 13%, -1%, -5%, i, 11%
COc1ccc(-c2cnnc(N/N=C/c3c(C)nn(-c4ccccc4)c3Cl)n2)cc1
  -8%, -10%, 15%, i, 7%, 2%, /, -19%, -2%
CCc1nc2ccc(C(=O)NCCNC(C)=O)cn2c1N(CCC(C)C)CCN(C)C
  1%, 1%, 10%, /, 27%, /, -8%, -13%, -14%
O=C(Cn1nc(-c2ccccc2)c2ccccc2c1=O)Nc1ccc2c(c1)nc1n2CCOC1
  -27%, 1%, 6%, i, ?, -1%, 16%, -22%[57.5 µM], 16%
CCCCCn1c(SCC(=O)OCC)nc2cc(C(=O)NCc3ccco3)ccc2c1=O
  -12%, -3%, 23%, i, -21%, 0%, /, i, 8%
O=c1cccccc1NN=C1CCCCCC1
  16%, 5%, 20%, i, 1%, 1%, -9%, -2%, 11%
CCN1CCN(c2ccc(S(=O)(=O)N3CCOCC3)cc2NC(=O)c2sccc2C)CC1
  26%, -6%, 12%, i, -3%, -3%, 14%, i, 0%
Cc1ccc2nc(NC(=O)CSc3nc4ccccc4o3)sc2c1
  -5%, -15%, 2%, i, 5%, -1%, 18%, -21%, -4%
CCOc1ccc(N2CC(C(=O)Nc3ccccc3OC)CC2=O)cc1 (configuration not stated)
  0%, 19%, 21%, i, 15%, 3%, -1%, 8%, -2%
Cc1ccc(NC(=O)/C(=C\c2ccc([N+](=O)[O-])cc2)NC(=O)c2ccccc2)cc1
  -7%, -13%, 4%, i, -9%, 0%, 16%, -2%[57.5 µM], 18%
OC[C@@H]1CN(Cc2cccnc2)C[C@H](n2cnc3c(NC4CCCC4)ncnc32)O1
  2%, -1%, 1%, i, 20%, /, -12%, -5%, -13%
CCOC(=O)c1ccc(NC(=O)CSc2n[nH]c(-c3ccncc3)n2)cc1
  -12%, -2%, 5%, /, 9%, 2%, 3%, i, 7%
COc1cc2cc(C(c3nnnn3C(C)(C)C)N3CCc4ccccc4C3)c(=O)[nH]c2cc1OC (configuration not stated)
  -2%, -1%, -18%, i, 3%, 0%, 28%, -23%, -15%
COc1ccc(C2/C=C\CC(OCc3ccccc3)CC(=O)N2Cc2cccc(F)c2)cc1 (configuration not stated)
  9%, 11%, -8%, i, ?, 2%, 27%, -11%, 10%
C/C(=N\n1cnnc1)c1ccccc1
  -13%, -1%, -14%[0.397 µM], i, -16%, -12%, 3%, i, -28%
CCOC(=O)N1CCN(CC(O)COCc2ccccc2)CC1 (configuration not stated)
  -6%, 1%, 6%, i, 5%, -1%, 10%, i, 3%
COCCNCC(=O)N1c2ccccc2Sc2ccccc21
  4%, 1%, -18%, i, -14%, 0%, 6%, -18%, 1%
COc1ccccc1/C=N/NC(=O)c1c(-c2ccccc2)noc1C
  5%, 1%, -11%, i, -27%, 3%, 25%, -5%, -5%
COc1ccc(CCn2c(C(C)C)nc3oc4ccccc4c(=O)c3c2=O)cc1
  -12%, 7%, 12%, i, -15%, -3%, -5%, -12%, -6%
COCc1cc(C)n(CC(=O)Nc2c(C)cccc2C)c(=O)c1C#N
  -4%, 2%, 14%, i, 15%, -1%, -20%, i, 4%
CN1CCN(C(=O)c2cnn(-c3ccccc3)c2C2CCN(C(=O)OC(C)(C)C)CC2)CC1
  10%, /, -5%, /, 15%, /, 16%, ?, -7%
O=C(c1cc(Cl)nc2ccccc12)N(Cc1nnc(-c2ccccc2Cl)o1)C1CC1
  -13%, 1%, -13%, i, ?, /, 38%, -9%, -11%
Nc1cc2c(cc1Cl)-c1ccc(Cl)cc1C2
  0%, -1%, 25µM*, i, ?, /, 21%, i, -34%[inhibitor]
CC(=O)Nc1ccc(Nc2c3c4c(cccc4n(C)c2=O)C(=O)c2ccccc2-3)cc1
  0%[1.53 µM], -3%, -4%, i, 53%[activator], -2%, 2%, -13%, -1%

Records listed above that bear a hit mark in GLP1R inv ag.
Molecule | pAkt inh | GLP1R inv ag | Mm-Cpn inhibitor | FUS suppressor | PTHR1 agonist
COc1ccc2c(c1)C=CC1(O2)N(CCO)c2ccccc2C1(C)C (configuration not stated) | i | 2.5µM* | -2% | 4% | -20%
Cc1ccc(Cl)cc1N1CCN(C(=O)COc2ccc3c(c2)CCC3)CC1 | i | 10µM* | 2% | 36% | -28%

The list is partial (hit frequency here may not be typical).
